Pf growth 96h – inhibits malaria parasite growth, 96 h | P. falciparum luciferase reporter growth, 96 h | AID 504834 | hit rate 6.9% among 320,000 | Potency, µM (highest dose often 28.7 µM), for the others: at the top dose activity change, negative = inhibition, most hits filed as inhibitors; note: potency is the fitted concentration of half-maximal effect; % is set by controls: 0 for no effect and ±100 for the full control effect
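96 h incubation, 37 C, 5% CO2, of luciferase-reporter P. falciparum-infected RBCs (2% hematocrit, 0.05% parasitemia final) with test compounds; endpoint luminescence.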
LmPK inhibitor – inhibitors of Leishmania mexicana pyruvate kinase. Potency, µM (top dose mostly 57.5 µM), for the others: at the highest dose activity change, negative = inhibition, usual class: inhibitors. AID 1721. Q27686. purified LmPK, Kinase-Glo ATP luminescence, 1 h. hit rate 0.37% among 290,000; note: potency is the fitted concentration of half-maximal effect; % is set by controls: 0 for no effect and ±100 for the full control effect
Target sequence (Q27686 whole entry, looked up): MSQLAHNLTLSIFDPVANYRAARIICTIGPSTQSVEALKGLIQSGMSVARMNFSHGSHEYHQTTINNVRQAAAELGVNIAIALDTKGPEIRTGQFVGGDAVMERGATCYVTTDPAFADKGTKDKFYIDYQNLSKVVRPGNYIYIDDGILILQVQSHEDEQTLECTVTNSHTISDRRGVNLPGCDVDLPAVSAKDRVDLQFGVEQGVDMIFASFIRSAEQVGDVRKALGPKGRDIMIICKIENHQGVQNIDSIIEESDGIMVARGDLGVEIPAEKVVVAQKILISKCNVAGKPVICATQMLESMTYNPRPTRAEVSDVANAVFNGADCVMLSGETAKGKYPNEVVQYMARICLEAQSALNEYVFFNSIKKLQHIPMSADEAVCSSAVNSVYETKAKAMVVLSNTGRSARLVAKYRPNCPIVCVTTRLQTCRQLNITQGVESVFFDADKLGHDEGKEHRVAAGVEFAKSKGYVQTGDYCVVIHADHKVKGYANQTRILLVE
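Purified LmPK (0.1 nM) converted ADP (0.1 mM) to ATP with PEP (0.5 mM) in imidazole buffer pH 7.2 with KCl and MgCl2, 1 h at room temperature. ATP was read by Kinase-Glo luminescence; data normalized to uninhibited and no-enzyme controls.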
TbPYK inhibitor – T. brucei pyruvate kinase inhibition | TbPYK enzyme, Kinase-Glo Plus ATP luminescence, 45 min | Potency, µM (series often up to 76.8 µM), for inactives: top-dose activity, negative = inhibition, hits mostly inhibitors | Q57TT1 | AID 624173 | hit rate 0.12% among 410,000; note: potency is the fitted concentration of half-maximal effect; % is set by controls: 0 for no effect and ±100 for the full control effect; nearly all actives have a fitted effect of over 50% in size
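Quantitative HTS: titrated library compounds versus trypanosomal pyruvate kinase in TEA buffer (pH 7.2) containing KCl, MgCl2, BSA and Tween-20. Reactions were initiated with ADP, 130 uM final. Kinase-Glo Plus luminescence was read after 45 min at RT.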
CHX counter – affects cycloheximide protein synthesis inhibition readout, counter-screen. AID 2314. cell reporter, cycloheximide protein synthesis inhibition counterscreen. max response, %. hit rate 12% among 300,000; in the data active = max response mostly above about 13%, no sharp cut-off; inactive = mostly below about 14%; note: read at 38.3 µM for the half of the compounds with a filed dose; 0% is about no effect
Pf growth 48h – inhibits P. falciparum growth in the first generation, 48 h; P. falciparum luciferase growth in erythrocytes, 48 h; Potency, µM (titrated, usually from 28.7 µM), inactives show top-dose activity change, negative = inhibition, most hits filed as inhibitors; hit rate 5.9% among 310,000; AID 504832; note: potency is the fitted concentration of half-maximal effect; % is set by controls: 0 for no effect and ±100 for the full control effect
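Growth was read as firefly luciferase luminescence after a 48 h, 37 C, 5% CO2 exposure of compounds to reporter-bearing P. falciparum cultures (0.1% parasitemia, 2% hematocrit final) in Albumax-supplemented RPMI 1640.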
Shiga inhibitor – Shiga toxin inhibition | inhibition, % at 38.7 µM | AID 2315 | Vero cells, Shiga toxin protein synthesis inhibition reporter | hit rate 9.2% among 290,000; in the data active = inhibition mostly above about 28%, no sharp cut-off; inactive = mostly below about 43%; note: 0% is about no effect
AMA1 RON2 block – AMA1-RON2 (P. falciparum) interaction inhibition | Potency, µM (highest dose often 58.2 µM), without a hit: at the top dose activity change, negative = inhibition, actives largely listed as inhibitors | hit rate 0.2% among 360,000 | AlphaScreen AMA1-biotinylated RON2 peptide binding;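 note: potency is the fitted concentration of half-maximal effect; 0% = vehicle wells and -100% = peptide control; nearly all actives have a fitted effect of over 45% in size; some results filed as inactive show a strong effect at the top dose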
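AMA1 (3D7) with his tag at 25 nM final met compounds first, then biotinylated RON2 peptide at 25 nM; detection used donor plus acceptor beads, 10 µg/mL apiece, read by AlphaScreen after 30 min at room temperature.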
Starred values were filed as active, the others as inactive; u = inconclusive; x = not tested or not shown; & = joins results of further samples; [ ] = remark or other dose. Unless noted, calls come from the whole dose curve; as a rule, active = well fitted curve in the direction sought with a large enough effect; inconclusive = small, poorly fitted or top-dose-only effect, or another doubt; inactive = no such curve, though single readings can be large; an effect the other way counts as inactive or inconclusive.

Each structure is followed by: TbPYK inhibitor	Pf growth 96h	AMA1 RON2 block	Shiga inhibitor	CHX counter	LmPK inhibitor	Pf growth 48h
O=C1/C(=C\c2c(NCCOCCO)nc3ccccn3c2=O)SC(=S)N1Cc1ccco1
    -20.5%	u	-21.0%	x	-1.5	-8.1%	17.4%
CCOC(=O)c1c(NC(=O)CSc2nnc(C)s2)sc2c1CCN(C)C2
    -6.7%	u	-3.3%	-6.8	-2.3	0.3%	6.57µM*
Cc1ccc(CNC(=O)C2CC(c3ccccc3F)=NO2)cc1 (centres undefined)
    -1.4%	49.8%[activator]	2.6%	-7.1	-2.9	-10.8%	50.9%[activator]
COc1ccc(C(=O)NC(=C(Cl)Cl)S(=O)(=O)c2ccc(C)cc2)cc1
    0.8%	0.4%	-13.1%	38.7	21.5*	-3.3%	5.0%
CCOC(=O)c1c(C)[nH]c(C)c1C(=O)COC(=O)c1ccc(S(=O)(=O)N(CC)CC)cc1
    0.1%	u	-17.8%	-3.7	-4.9	1.3%	u
Cc1c(C(C)C)c(=O)n(-c2ccc(S(=O)(=O)NC3CCCCC3)cc2)n1C
    -2.5%	u	4.5%	-0.9	0.4	9.7%	-6.7%
COCCCNS(=O)(=O)c1ccc(OC)c(Cl)c1Cl
    -1.2%	x	-0.8%	-8.9	-1.6	-0.8%	-0.2%
Cc1ccc(OCc2nnc(SCc3ccc(C#N)cc3)n2-c2ccc(C)cc2)cc1
    -4.7%	x	-14.3%	-9.0	0.7	6.1%	13.1µM*
CCOC(=O)c1ccc(N2C=C(C(=O)OC)C(c3cccc(O)c3)C(C(=O)OC)=C2)cc1
    2.4%	11.9%	-0.2%	2.6	-2.7	2.1%	3.3%[0.00184 µM]
COc1cc(CC(=O)O)ccc1OCc1ccccc1
    -7.4%	40.5%[activator]	-2.1%	7.3	2.3	8.5%	4.4%
CCCc1ccc(OCc2ccc(C(=O)N3CCSCC3)o2)cc1
    0.7%	31.3%[activator]	-1.5%	155.8*	85.8*	1.2%	43.8%[activator]
COC(=O)c1cc(C(=O)Nc2nnc(CC(C)(C)C)s2)cc([N+](=O)[O-])c1
    -18.5%	67.6%[activator]	16.6%	-17.0	1.2	-1.0%	14.6%
Cc1ccccc1-c1nc(CS(=O)(=O)CC(=O)NC2CCCC2)c(C)o1
    -1.4%	17.6%	5.2%	-7.6	-5.7	2.1%	7.3%
CCOC(=O)C1=C(C(C)=O)C(c2cccnc2)C(C#N)=C(N)O1 (centres undefined)
    -8.2%	-2.3%	101.6%[activator]	-11.8	-3.5	8.9%	-7.4%
CCC1(c2ccc(F)cc2)NC(=O)N(CC(=O)N2CC(=O)Nc3ccccc32)C1=O (centres undefined)
    -3.1%	-3.8%	6.7%	x	x	x	u
O=c1c2[nH]cnc2n(-c2ccc(F)cc2)c(=O)n1Cc1ccccc1
    1.8%	43.8%[activator]	1.5%	-4.6	5.1	0.0%	37.2%[activator]
CCOC(=O)c1[nH]c2ccccc2c1NC(=S)Nc1cc(C)ccc1C
    -8.8%	59.3%[activator]	114.9%[activator]	23.4	2.8	0.2%	65.5%[activator]
Cn1c(=O)c2[nH]c(CNCc3ccccc3Cl)nc2n(C)c1=O
    -0.8%	-33.2%	104.2%[activator]	0.6	3.1	-5.8%	-18.8%
Cc1cc(Cl)ccc1OCC(=O)N1CCN(c2ncccn2)CC1
    0.6%	-20.3%	2.8%	4.6	-0.7	1.3%	u
COCCC1CCCCN1Cc1cn(-c2ccccc2)nc1-c1ccc2c(c1)OCO2 (centres undefined)
    -1.0%	u	-2.4%	13.7	-1.9	5.4%	u
CCOP(=O)(OCC)c1nc(-c2cccc3ccccc23)oc1NCCc1ccc(OC)cc1
    5.4%	u	35.4%[activator]	-18.4	-1.4	3.6%	14.7µM*
O=S1(=O)N=C(N2CCOCC2)c2ccccc21
    -4.0%	u	14.6%	28.6	1.6	-1.8%	13.9%
C=CCNC(=O)NC(=S)c1ccccc1
    4.0%	7.1%	-4.3%	23.8	22.6*	-9.8%	17.9%
Cc1ccc(CCNC(=O)CN2C(=O)COc3ccc(S(=O)(=O)N4CCC(C)CC4)cc32)cc1
    1.0%&-2.2%	27.6%	0.6%	-8.7	-1.4	-5.1%	u
O=C(c1cc2cc([N+](=O)[O-])ccc2oc1=O)N1CCOCC1
    7.2%	84.5%[activator]	-20.9%	16.9	1.1	-25.1%	33.7%[activator]
COc1ccc(CCN2C(=O)CS/C2=N\NC(=O)c2ccc(C(C)(C)C)cc2)cc1OC
    -4.2%	u	-5.6%	-4.2	1.7	1.0%	-24.8%
CCOc1ccc(NC(=O)c2ccccc2NC(=O)CN2CCCCCC2)cc1
    -3.0%	2.7%	9.8%	x	x	x	u
COc1cccc(NC(=O)c2oc3ccccc3c2NC(=O)c2ccc3c(c2)OCO3)c1
    2.4%	-11.4%	-5.1%	13.4	3.2	-10.2%	-18.2%
COc1cc(/C=C/C(=O)N(C)c2ccccc2C(=O)O)cc(OC)c1OC
    -7.3%	-20.6%	30.4%[activator]	1.8	-2.8	0.2%	2.2%
Cc1cccc2c1[nH]c1nc(N/N=C\c3ccco3)nnc12
    x	-23.9%	x	-10.9	15.0	-1.3%	-9.4%

Copied from above for reference:
Each structure is followed by: TbPYK inhibitor	Pf growth 96h	AMA1 RON2 block	Shiga inhibitor	CHX counter	LmPK inhibitor	Pf growth 48h
O=C1/C(=C\c2c(NCCOCCO)nc3ccccn3c2=O)SC(=S)N1Cc1ccco1
    -20.5%	u	-21.0%	x	-1.5	-8.1%	17.4%
CCOC(=O)c1c(NC(=O)CSc2nnc(C)s2)sc2c1CCN(C)C2
    -6.7%	u	-3.3%	-6.8	-2.3	0.3%	6.57µM*
Cc1ccc(CNC(=O)C2CC(c3ccccc3F)=NO2)cc1 (centres undefined)
    -1.4%	49.8%[activator]	2.6%	-7.1	-2.9	-10.8%	50.9%[activator]

Further structures follow.
Each structure is followed by: TbPYK inhibitor	Pf growth 96h	AMA1 RON2 block	Shiga inhibitor	CHX counter	LmPK inhibitor	Pf growth 48h
COc1ccccc1NC(=O)NNC(=O)C(C)Oc1ccc2ccccc2c1 (centres undefined)
    2.3%	-0.4%	94.7%[activator]	-10.7	1.4	6.7%	3.8%
CCN1C(=NCCCCO)N[C@@H](c2ccccc2)C(C(=O)OC)=C1C
    x	55.2%[activator]	x	-2.2	-2.3	-6.4%	-23.2%
COc1ccccc1N1CCN(c2nnc(-c3ccc(F)cc3)c3ccccc23)CC1
    9.1%	x	-8.1%	-11.6	2.1	-4.1%	2.4%
Cc1ccc(NS(=O)(=O)c2ccc(C(=O)NNC(=O)c3ccccc3O)cc2)cc1
    -4.5%	u	111.2%[activator]	x	x	x	u
Cc1cccc(C2NC(=O)c3c(sc(C)c3C)N2)c1O (centres undefined)
    -5.3%	2.1%	3.1%	14.7	5.4	-7.3%	28.1%
COc1ccc2[nH]c3c(=O)n(CCCCC(=O)NCCC(C)C)c(=S)[nH]c3c2c1
    -20.5%	5.22µM*	95.1%[activator]	-9.9	0.1	-14.5%	u
Cn1cccc1/C=C1\C(=O)NC(=O)N(CCC2=CCCCC2)C1=O
    -5.2%	-14.4%	-12.5%	-6.3	-10.1	0.6%	14.1%
O=C1CCC(=O)N1c1ccc(S(=O)(=O)N2CCCC2)cc1
    0.3%	37.2%[activator]	5.9%	-29.7	-1.6	-1.0%	-3.3%
Cc1cc([N+](=O)[O-])ccc1NC(=O)Nc1ccc(F)cc1F
    -2.6%	1.3%	0.0%	-11.9	-1.4	4.4%	u
Cc1ccc(N2CC(C(=O)N3CCOCC3)CC2=O)cc1Cl (centres undefined)
    -0.9%	-1.4%	12.8%	1.3	-3.5	1.8%	0.0%
Cn1c(CN2CCCCC2)c(C#N)c2ccccc21
    -5.3%	120.1%[activator]	8.4%	-7.6	0.7	2.6%	-21.1%
Cc1ccccc1OCC(=O)NCCS(=O)(=O)N1CCN(c2ccc(F)cc2)CC1
    -1.3%	51.9%[activator]	-21.5%	x	x	x	6.8%
C/C(=N\NC(=O)c1ccc(NS(=O)(=O)c2cccs2)cc1)c1ccncc1
    1.3%	21.8%[5.75 µM]	11.6%	12.0	2.1	0.8%	31.4%[5.75 µM]
CC(=O)C(=Cc1ccc(O)cc1)C(C)=O
    1.9%	u	2.6%	-8.9	3.2	0.4%	-0.3%
CS(=O)(=O)n1nc(C(=O)N2CCOCC2)nc1N
    0.1%	26.1%	16.6%	6.0	-4.9	2.9%	-0.2%
CCOC(=O)C(O)(c1ccc(N(CC)C(=O)COc2ccccc2)cc1)C(F)(F)F (centres undefined)
    1.3%	53.8%[activator]	-9.4%	-7.8	-1.1	5.2%	-5.5%
CC(=O)NCCCc1nc2ccccc2n1Cc1ccc(C)cc1
    1.2%	x	-5.0%	-30.6	-7.0	2.0%	u
COc1cc(C(=O)NC2CCCc3c2cnn3-c2ccccc2F)cc(OC)c1OC (centres undefined)
    1.2%	3.29µM*	-5.5%	-3.6	-1.3	-0.8%	u
NC(=O)c1ccsc1NC(=O)C1CCCN1S(=O)(=O)c1ccc(Cl)cc1 (centres undefined)
    5.2%	x	7.5%	-5.4	-5.2	10.3%	u
Cc1cc(C)cc(NC(=O)CC2NCCNC2=O)c1 (centres undefined)
    -5.2%	4.4%	6.4%	17.6	0.9	-9.6%	x
CCOC(=O)c1c(N)nn(C(=O)c2ccccc2)c1-c1ccccc1
    2.8%	-1.1%	22.4%	-3.3	-1.7	4.6%	18.0%
Cc1nn(Cc2ccc([N+](=O)[O-])cc2)c(=O)n1-c1ccc(Cl)cc1
    -1.2%	16.1%	-17.6%	-1.5	-4.8	0.7%	6.2%
O=c1c(Cc2c(F)cccc2Cl)c(O)ccn1CCCn1ccnc1
    0.2%	-12.7%	-2.9%	-4.5	-2.4	-0.8%	-8.6%
CCOC(=O)N1CCN(C(=O)CCN2C(=O)COc3ccc(C)cc32)CC1
    1.9%	-5.3%	16.1%	10.2	-2.1	0.0%	-1.2%
Cc1c(-c2ccccn2)c(=O)[nH]n1-c1ccc(F)cc1
    -3.1%	x	17.4%	58.3	27.8*	-12.6%	x
Cc1ccc(NC(=O)CSc2nnc(C)c(=O)n2N)cc1
    1.7%	5.7%	32.4%[activator]	-5.0	-2.7	13.0%	19.6%
COC(=O)c1cn[nH]c1NC(=S)Nc1ccc(Cl)c(Cl)c1
    -8.9%	-65.6%	38.6%[activator]	118.0*	71.0*	-0.4%	x
CCn1cc(C(=O)O)c(=O)c2cc(F)c(N3CCN(S(=O)(=O)c4ccc5c(c4)OCCO5)CC3)cc21
    0.2%	u	16.5%	-13.3	-0.9	-0.2%	u
COCCn1c(=S)[nH]c2cc(C(=O)N3CCc4ccccc4C3)ccc2c1=O
    1.9%	u	10.6%	14.5	-0.5	1.0%	5.8%

Source: PubChem (National Center for Advancing Translational Sciences (NCATS))

Compounds as they come; 21% or so of the library scored in one or more.
